PDI turbidity = PDI (human) enzyme inhibition; P07237; PDI insulin aggregation turbidity, A650, 90 min; inhibition, % at 10 µM; hit rate 0.052% among 350,000;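 active = mean inhibition across replicates of 30% or more, whatever share of single replicates reach that level; inconclusive = mean inhibition below 30% while every single replicate reaches 30%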;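 also: absorbance from insulin aggregation driven by PDI reduction with DTT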
Target sequence (P07237 whole entry, looked up): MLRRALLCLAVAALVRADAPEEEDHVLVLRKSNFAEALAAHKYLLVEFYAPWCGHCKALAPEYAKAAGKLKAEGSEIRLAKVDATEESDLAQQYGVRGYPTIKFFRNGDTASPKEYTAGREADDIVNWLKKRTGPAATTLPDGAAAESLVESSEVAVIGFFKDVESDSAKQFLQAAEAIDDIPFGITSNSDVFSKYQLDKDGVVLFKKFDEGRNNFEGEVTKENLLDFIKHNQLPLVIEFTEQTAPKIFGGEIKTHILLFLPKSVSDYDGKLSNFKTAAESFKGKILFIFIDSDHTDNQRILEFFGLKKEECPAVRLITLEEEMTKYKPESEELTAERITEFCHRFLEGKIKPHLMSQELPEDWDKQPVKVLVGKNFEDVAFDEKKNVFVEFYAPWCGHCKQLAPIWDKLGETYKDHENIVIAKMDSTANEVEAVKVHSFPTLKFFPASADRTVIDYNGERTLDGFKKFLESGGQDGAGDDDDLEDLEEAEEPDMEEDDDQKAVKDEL
ABHD5 PLIN5 PPI = ABHD5-PLIN5 protein interaction inhibition; hit rate 0.78% among 360,000; Split G. princeps luciferase complementation, luminescence, 4 h; inhibition, % at 4 µM;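 active = inhibition above the mean inhibition across every tested compound plus 3 SD, cut at about 22% in these data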;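 also: 0% = DMSO only wells and the 100% control is not disclosed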
m5-HT2A agonist = activates the mouse 5-HT2A serotonin receptor. CHO-K1 mHTR2A beta-arrestin complementation, luminescence; percent of 30 µM serotonin response. hit rate 0.66% among 360,000. activation, % at 7.6 µM;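 active = activation above a run cutoff, the mean activation of all tested compounds plus 3 SD, cut at about 14% in these data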;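 also: 0% = plate median of compound wells and 100% = 30 µM serotonin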
Target sequence (P35363 whole entry, looked up): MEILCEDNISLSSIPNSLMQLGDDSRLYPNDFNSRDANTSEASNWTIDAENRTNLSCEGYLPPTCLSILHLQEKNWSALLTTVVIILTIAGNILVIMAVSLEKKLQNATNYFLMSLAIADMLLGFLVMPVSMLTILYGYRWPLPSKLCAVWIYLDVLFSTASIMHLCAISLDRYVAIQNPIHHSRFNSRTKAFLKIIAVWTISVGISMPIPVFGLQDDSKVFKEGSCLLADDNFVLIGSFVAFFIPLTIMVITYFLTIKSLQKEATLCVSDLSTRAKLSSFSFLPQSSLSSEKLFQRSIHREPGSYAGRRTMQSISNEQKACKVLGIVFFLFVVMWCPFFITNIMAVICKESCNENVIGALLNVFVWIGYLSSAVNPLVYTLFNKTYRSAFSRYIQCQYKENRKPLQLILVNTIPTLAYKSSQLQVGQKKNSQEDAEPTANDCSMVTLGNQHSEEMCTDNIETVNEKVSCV
MC4R barr agon = activates human MC4R beta-arrestin recruitment. U2OS MC4R beta-arrestin complementation, luminescence; percent of melanotan II response, DMSO zero. activation, % at 8.9 µM. hit rate 0.98% among 360,000. AID 540308;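 active = activation above a per-plate cutoff, the mean activation of sample wells on that plate plus 3 SD, cut at about 8% in these data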
CaV13 FRET inh = Primary screen for inhibitors of IQ motif and Ca2+-dependent inactivation inhibitor domain binding in CACNA1D, Förster resonance energy transfer in living cells, …; HEK cells, CFP/YFP FRET ICDI-IQ, plate reader, 10 min; percent FRET-ratio fall versus neutral wells; hit rate 0.098% among 340,000; AID 743397; inhibition, % at 12.3 µM;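 active = mean replicate inhibition of at least 30% and at least 1% of replicates passing that level; inconclusive = only one of the two criteria is met; inactive = neither criterion is met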;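 also: 0% = median of the neutral control wells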
Glyco luc inh = blocks N-linked glycosylation in D54 reporter cells. AID 588692. hit rate 0.23% among 360,000. reporter increase, % at 12.5 µM. D54 ERlucT glycosylation luciferase reporter, 24 h; percent of 100 nM tunicamycin response;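 active = mean luciferase reporter signal, scaled so untreated is 0 and the glycosylation-blocking control 100, at or above a set limit in every replicate; inconclusive = mean reaches the limit but not every replicate does; inactive = mean below the limit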;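 also: luciferase carries N-glycosylation sites so blocking glycosylation raises the light; 0% = median of neutral control wells and 100% = median of 100 nM tunicamycin wells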
Granule exo inh = lytic granule exocytosis inhibition | TALL-104 LAMP-1 surface exposure, flow cytometry; cells stimulated with thapsigargin and PMA | inhibition, % at 10 µM | hit rate 0.66% among 360,000 | AID 651702;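 active = inhibition above about 55%, limit read from the data; inconclusive = no clear call, values can overlap the other calls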
ABCB6 inh 2 = inhibitors of human ABC transporter ABCB6. fluorescence ratio to DMSO, % at 10 µM. hit rate 0.19% among 360,000. K562-ABCB6 porphyrin accumulation, flow cytometry, 1 h; hits give low values;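 active = fluorescence ratio to DMSO below 75%, the collection mean minus 3 SD; inconclusive = too few cells collected in the well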;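 also: signal is porphyrin accumulated inside mitochondria; 100% equals median channel fluorescence of DMSO control wells; lower ratio means ABCB6 inhibition with less porphyrin fluorescence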
MC4R antag cAMP = human MC4R antagonism in cAMP assay. P32245. MC4R-expressing cells, MTII-stimulated cAMP, LANCE TR-FRET. inhibition, % at 6.5 µM. hit rate 0.48% among 360,000. AID 540295;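 active = inhibition above its plate's cutoff, the mean of tested wells on that plate plus 3 SD, cut at about 29% in these data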;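 also: 0% = Melanotan II alone and 100% = Melanotan II plus saturating MCL0020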
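material = U2OS cells stably expressing human melanocortin 4 receptor (MC4R) | also added = Melanotan II challenge | dosing = single nominal compound dose of 6.5 µM | detection = TR-FRET with Eu-cAMP and labeled anti-cAMP, 671 nm | replication = singlicate | timing = compound 30 min, challenge 1 h, detection 1 h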
Cardio protect = myocardial damage modulation in H9c2 cells; protection from H2O2 cell death, % at 20 µM; H9c2 cardiomyocytes, H2O2 injury protection, ATPLite, 2 h; hit rate 0.63% among 360,000;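 active = compounds giving at least 50% protection of heart cells from peroxide-induced death in the single-dose screen, raw or plate-pattern-corrected value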;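 also: 0% = DMSO wells with peroxide and 100% = DMSO wells without peroxide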
Numbers without * were called inactive.

`O=C(c1cccnc1)C1CCCN(Cc2nc(Cc3ccccc3F)no2)C1` (centres undefined) gave PDI turbidity 4, ABHD5 PLIN5 PPI 3, m5-HT2A agonist -5, MC4R barr agon 1.1, CaV13 FRET inh -5, Glyco luc inh -1, Granule exo inh 2, ABCB6 inh 2 89, MC4R antag cAMP 6 and Cardio protect -3.
For O=C(Nc1ccc(S(=O)(=O)NCc2ccco2)cc1)c1cccc(F)c1 the results were PDI turbidity -3, ABHD5 PLIN5 PPI 5, m5-HT2A agonist -4, MC4R barr agon -2.1, CaV13 FRET inh -3, Glyco luc inh -2, Granule exo inh -6, ABCB6 inh 2 96, MC4R antag cAMP -8 and Cardio protect -7.
Screening CC1(C(=O)O)CCCN1C(=O)c1cccc2ccccc12 (centres undefined) returned PDI turbidity -6, ABHD5 PLIN5 PPI -4, m5-HT2A agonist -7, MC4R barr agon 0.1, CaV13 FRET inh -14, Glyco luc inh 1, Granule exo inh 0, ABCB6 inh 2 100, MC4R antag cAMP 19 and Cardio protect 2.
`O=C(NCc1ccc(F)cc1)C1CCN(S(=O)(=O)N2CCCC2)CC1` gave PDI turbidity 0, ABHD5 PLIN5 PPI 4, m5-HT2A agonist 3, MC4R barr agon -0.7, CaV13 FRET inh -5, Glyco luc inh -3, Granule exo inh -3, ABCB6 inh 2 97, MC4R antag cAMP 16 and Cardio protect 0.
COc1cc2c(C(=O)N3CCOCC3)c(CSc3ccccc3)n(C)c2cc1Br was read as PDI turbidity -3, ABHD5 PLIN5 PPI 18, m5-HT2A agonist 1, MC4R barr agon 0.2, CaV13 FRET inh -2, Glyco luc inh 4, Granule exo inh 7, ABCB6 inh 2 98, MC4R antag cAMP -9 and Cardio protect 8.
`Cn1c(SCC(=O)NCc2ccccc2)nnc1-c1ccc(NC(=O)CCc2ccccc2)cc1` gave PDI turbidity 9, ABHD5 PLIN5 PPI 4, m5-HT2A agonist 5, MC4R barr agon -0.4, CaV13 FRET inh 0, Glyco luc inh 0, Granule exo inh -1, ABCB6 inh 2 90, MC4R antag cAMP 3 and Cardio protect 5.
Screening CCN1C(=O)Cc2cc(S(=O)(=O)N3CCOCC3)ccc21 returned PDI turbidity 7, ABHD5 PLIN5 PPI -8, m5-HT2A agonist 0, MC4R barr agon -2.0, CaV13 FRET inh -6, Glyco luc inh 0, Granule exo inh 1, ABCB6 inh 2 99, MC4R antag cAMP 13 and Cardio protect 4.
`CC1=C(C(=O)N2CCCC(N3CCN(c4ccccc4F)CC3)C2)OCCO1` (centres undefined) gave PDI turbidity -2, ABHD5 PLIN5 PPI 11, m5-HT2A agonist 4, MC4R barr agon -1.5, CaV13 FRET inh -3, Glyco luc inh 1, Granule exo inh -2, ABCB6 inh 2 102, MC4R antag cAMP 6 and Cardio protect 0.
C=CCn1c(SCC(=O)Nc2ccc3c(c2)OCO3)nnc1-c1ccccc1OC was read as PDI turbidity -6, ABHD5 PLIN5 PPI 12, m5-HT2A agonist 0, MC4R barr agon 1.6, CaV13 FRET inh -2, Glyco luc inh -2, Granule exo inh inconclusive, ABCB6 inh 2 85, MC4R antag cAMP 3 and Cardio protect -2.
Screening CCN1C(C)=C(C)S/C1=C1\SC(=S)N(NC(C)=O)C1=O returned PDI turbidity -6, ABHD5 PLIN5 PPI 10, m5-HT2A agonist 2, MC4R barr agon 2.1, CaV13 FRET inh -4, Glyco luc inh 0, Granule exo inh 3, ABCB6 inh 2 100, MC4R antag cAMP -6 and Cardio protect -3.
For Cc1cc(C)c(S(=O)(=O)N2CCCC2)c(C)c1 the results were PDI turbidity -7, ABHD5 PLIN5 PPI -12, m5-HT2A agonist 7, MC4R barr agon -1.9, CaV13 FRET inh -6, Glyco luc inh 0, Granule exo inh -11, ABCB6 inh 2 94, MC4R antag cAMP 4 and Cardio protect -1.
For CC(C(=O)N1CCN(Cc2ccc3c(c2)OCO3)CC1)n1cc([N+](=O)[O-])cn1 (centres undefined) the results were PDI turbidity -9, ABHD5 PLIN5 PPI 0, m5-HT2A agonist 1, MC4R barr agon 1.4, CaV13 FRET inh -7, Glyco luc inh 1, Granule exo inh inconclusive, ABCB6 inh 2 95, MC4R antag cAMP 9 and Cardio protect -1.
Screening O=S(=O)(c1ccccc1)N1N=C(c2ccccc2)CC1c1ccccc1 (centres undefined) returned PDI turbidity 1, ABHD5 PLIN5 PPI 0, m5-HT2A agonist -5, MC4R barr agon 0.3, CaV13 FRET inh -7, Glyco luc inh -4, Granule exo inh 4, ABCB6 inh 2 93, MC4R antag cAMP 6 and Cardio protect -17.
For COc1ccccc1CNC(=O)CCCC(=O)n1nc(C)c2ccccc21 the results were PDI turbidity 22, ABHD5 PLIN5 PPI 2, m5-HT2A agonist 4, MC4R barr agon -1.4, CaV13 FRET inh -13, Glyco luc inh 1, Granule exo inh -2, ABCB6 inh 2 103, MC4R antag cAMP -6 and Cardio protect 2.
`OCCCNCc1cccc2ccccc12` gave PDI turbidity -2, ABHD5 PLIN5 PPI 4, m5-HT2A agonist 2, MC4R barr agon -0.1, CaV13 FRET inh -2, Glyco luc inh 1, Granule exo inh -3, ABCB6 inh 2 109, MC4R antag cAMP -3 and Cardio protect 8.
`Nc1ncnc2c1ncn2C1CCCC(CO)O1` (centres undefined) gave PDI turbidity -6, ABHD5 PLIN5 PPI 13, m5-HT2A agonist -1, MC4R barr agon 0.3, CaV13 FRET inh -11, Glyco luc inh -1, Granule exo inh -16, ABCB6 inh 2 98, MC4R antag cAMP 6 and Cardio protect 8.
Cc1cc(C)c(S(=O)(=O)c2cccc(Br)c2C)c(=O)[nH]1 was read as PDI turbidity 2, ABHD5 PLIN5 PPI -5, m5-HT2A agonist 9, MC4R barr agon -0.5, CaV13 FRET inh -4, Glyco luc inh 2, Granule exo inh -4, ABCB6 inh 2 104, MC4R antag cAMP 19 and Cardio protect -4.
For Cc1cc(C)n2cc(CSc3nncn3C)nc2n1 the results were PDI turbidity 1, ABHD5 PLIN5 PPI 0, m5-HT2A agonist 8, MC4R barr agon 0.5, CaV13 FRET inh -7, Glyco luc inh 2, Granule exo inh -5, ABCB6 inh 2 93, MC4R antag cAMP -4 and Cardio protect 13.
For Cc1ccc(CC2C(=O)N(c3cc(C)ccc3C)C(=O)C2C)cc1 (centres undefined) the results were PDI turbidity 8, ABHD5 PLIN5 PPI -8, m5-HT2A agonist 5, MC4R barr agon -0.9, CaV13 FRET inh -18, Glyco luc inh -4, Granule exo inh -4, ABCB6 inh 2 104, MC4R antag cAMP 13 and Cardio protect -4.
Cn1c(NCc2ccncc2)nc2cc(-c3ccsc3)sc2c1=O was read as PDI turbidity -9, ABHD5 PLIN5 PPI 13, m5-HT2A agonist 8, MC4R barr agon -1.7, CaV13 FRET inh -5, Glyco luc inh -1, Granule exo inh -4, ABCB6 inh 2 94, MC4R antag cAMP -2 and Cardio protect 12.
For O=C(Cc1ccccc1F)Nc1nc(-c2ccc(F)cc2)cs1 the results were PDI turbidity -1, ABHD5 PLIN5 PPI -6, m5-HT2A agonist -8, MC4R barr agon -0.7, CaV13 FRET inh -3, Glyco luc inh -8, Granule exo inh 6, ABCB6 inh 2 97, MC4R antag cAMP 3 and Cardio protect 23.
`COc1ccc2nc(SCC(=O)Nc3ccc4sc(C)nc4c3)c(C#N)cc2c1` gave PDI turbidity -6, ABHD5 PLIN5 PPI -1, m5-HT2A agonist 4, MC4R barr agon -0.3, CaV13 FRET inh -4, Glyco luc inh 1, Granule exo inh -4, ABCB6 inh 2 102, MC4R antag cAMP 8 and Cardio protect 3.
Screening O=C(Cn1nnc(-c2cccc(C(F)(F)F)c2)n1)NNS(=O)(=O)c1cccc(C(F)(F)F)c1 returned PDI turbidity 10, ABHD5 PLIN5 PPI -1, m5-HT2A agonist -1, MC4R barr agon 1.0, CaV13 FRET inh -4, Glyco luc inh 0, Granule exo inh 4, ABCB6 inh 2 99, MC4R antag cAMP 5 and Cardio protect -9.
`COc1ccc(C(=O)Nc2ccc(Br)cn2)cc1S(=O)(=O)N1CCOCC1` gave PDI turbidity -4, ABHD5 PLIN5 PPI 6, m5-HT2A agonist -3, MC4R barr agon -0.9, CaV13 FRET inh -2, Glyco luc inh -2, Granule exo inh 0, ABCB6 inh 2 97, MC4R antag cAMP 3 and Cardio protect 6.
Screening O=[N+]([O-])c1ccc2c(c1)nc1n2CCSC1 returned PDI turbidity 1, ABHD5 PLIN5 PPI 1, m5-HT2A agonist 5, MC4R barr agon -1.0, CaV13 FRET inh -4, Glyco luc inh 2, Granule exo inh 3, ABCB6 inh 2 90, MC4R antag cAMP 16 and Cardio protect 5.
`Cc1cc(N2C(=O)C(=O)/C(=C(/O)c3ccccc3)C2c2cccc(Br)c2)no1` (centres undefined) gave PDI turbidity -4, ABHD5 PLIN5 PPI -3, m5-HT2A agonist 2, MC4R barr agon -0.9, CaV13 FRET inh -2, Glyco luc inh 0, Granule exo inh 2, ABCB6 inh 2 92, MC4R antag cAMP -2 and Cardio protect 6.
CN(C)CCNC(=O)C(=O)NCC1OCCN1S(=O)(=O)c1ccc(F)cc1 (centres undefined) was read as PDI turbidity 0, ABHD5 PLIN5 PPI 3, m5-HT2A agonist -1, MC4R barr agon -1.8, CaV13 FRET inh -12, Glyco luc inh 1, Granule exo inh 0, ABCB6 inh 2 96, MC4R antag cAMP 4 and Cardio protect -1.
Screening CS(=O)(=O)N1CCC(C(=O)Nc2cc(Cl)ccc2Cl)CC1 returned PDI turbidity -3, ABHD5 PLIN5 PPI 4, m5-HT2A agonist 1, MC4R barr agon -0.2, CaV13 FRET inh -3, Glyco luc inh -1, Granule exo inh -2, ABCB6 inh 2 101, MC4R antag cAMP 11 and Cardio protect 0.
Screening COC(=O)CN(C#N)c1nc(SC)nc(N(C)C)n1 returned PDI turbidity -6, ABHD5 PLIN5 PPI 3, m5-HT2A agonist -2, MC4R barr agon -2.5, CaV13 FRET inh -5, Glyco luc inh 0, Granule exo inh 1, ABCB6 inh 2 102, MC4R antag cAMP 17 and Cardio protect 7.
`CN(C)c1ccc(C=NN2CCCCCC2)cc1` gave PDI turbidity -13, ABHD5 PLIN5 PPI 2, m5-HT2A agonist 8, MC4R barr agon -0.2, CaV13 FRET inh -7, Glyco luc inh -3, Granule exo inh 3, ABCB6 inh 2 100, MC4R antag cAMP 4 and Cardio protect -3.
Cc1ccc(NC(=O)NCCCCc2ccccc2)cc1 was read as PDI turbidity 6, ABHD5 PLIN5 PPI -8, m5-HT2A agonist -7, MC4R barr agon 1.5, CaV13 FRET inh -3, Glyco luc inh -3, Granule exo inh -2, ABCB6 inh 2 94, MC4R antag cAMP -2 and Cardio protect -6.
For CCOC(=O)N/N=C\c1ccc(-c2cc(Cl)ccc2Cl)o1 the results were PDI turbidity -5, ABHD5 PLIN5 PPI -4, m5-HT2A agonist -4, MC4R barr agon 1.5, CaV13 FRET inh -3, Glyco luc inh 1, Granule exo inh 0, ABCB6 inh 2 98, MC4R antag cAMP 10 and Cardio protect -9.

Assay outcomes from PubChem.
